# inhibitors of VEEV: inhibitors of VEEV TC-83 cytopathic effect, confirmation, Vero cells (AID 588727) | Vero cells, VEEV TC-83 cytopathic effect inhibition; higher % means a stronger effect | inhibition, % at 20 µM; hits with a dose series show IC50 in µM | 350,000 compounds, 0.13% hits; in the data active = a potency from the dose series; also: strong numbers were not always called active
# An asterisk follows results filed as active; i = inactive. The list is partial; rates above refer to the full screens.
# The first 5 compounds as a preview:
SMILES,inhibitors of VEEV
O=C(N/C=C/n1cnc2cc(C(F)(F)F)ccc21)c1ccc(F)cc1,i
COc1cc(CNCCc2c[nH]c3ccccc23)cc(OC)c1OC,i
C[C@H]1CNC(=O)c2c(C(=O)Nc3ccc(CNC(=O)OC(C)(C)C)cc3)ncn21,7.5%
O=C(COC(=O)C1CCC1)Nc1cc(S(=O)(=O)N2CCOCC2)ccc1Cl,0.7%
Cc1cc(C)cc(C(=O)NCC(=O)OCC(=O)N2CCCC2)c1,1.1%

# Results, from the start:
SMILES,inhibitors of VEEV
O=C(N/C=C/n1cnc2cc(C(F)(F)F)ccc21)c1ccc(F)cc1,i
COc1cc(CNCCc2c[nH]c3ccccc23)cc(OC)c1OC,i
C[C@H]1CNC(=O)c2c(C(=O)Nc3ccc(CNC(=O)OC(C)(C)C)cc3)ncn21,7.5%
O=C(COC(=O)C1CCC1)Nc1cc(S(=O)(=O)N2CCOCC2)ccc1Cl,0.7%
Cc1cc(C)cc(C(=O)NCC(=O)OCC(=O)N2CCCC2)c1,1.1%
O=C(c1ccc(CS(=O)c2ccc(Br)cc2)o1)N1CCN(C2CCCCC2)CC1 (centres undefined),4.3%
O=C(Nc1cccc(C(=O)O)c1)/C(=C\c1cccc([N+](=O)[O-])c1)NC(=O)c1ccc(Br)cc1,1.3%
CCN(CC(=O)Nc1c(F)cccc1F)C(=O)c1ccc(OC)c(S(=O)(=O)NC2CCCC2)c1,i
COc1ccccc1N(C)S(=O)(=O)c1ccc(C(=O)N(C)Cc2cccc(F)c2)cc1,2.1%
O=[N+]([O-])c1ccc2oc(/C=C/c3ccc(O)cc3)nc2c1,0.9%
Cc1ccccc1N1Cc2ccccc2C1=O,0.3%
C[C@H](O)[C@@H]1C(=O)N2CCc3c([nH]c4ccccc34)[C@@H]2C[C@@H]1N(C)Cc1ccc(Cl)cc1,4.1%
c1ccc(CNCc2ccc(CNCc3ccccc3)cc2)cc1,1.4%
O=C(c1ccc2ccccc2c1)c1cccc(F)c1C(=O)O,2.0%
COc1ccccc1S(=O)(=O)N(C)C[C@@H]1Oc2ncc(-c3ccc(C)cc3)cc2C(=O)N([C@H](C)CO)C[C@@H]1C,3.2%
C[C@@H]1CN([C@H](C)CO)C(=O)CCCn2nncc2CO[C@H]1CN(C)C(=O)Cc1ccccc1,2.4%
COc1cc(-c2c(NC(=O)c3ccco3)oc3ccc(Cl)cc3c2=O)cc(OC)c1OC,0.8%
CCOC(=O)c1c(C)nc(C)c(C(=O)OCC)c1-c1cccc([N+](=O)[O-])c1,i
CCCCN(C(=O)COC(=O)C1(c2ccccc2)CC1)c1c(N)n(CCC)c(=O)[nH]c1=O,0.9%
COCCN(C(=O)COC(=O)Cc1ccc(Cl)cc1)c1c(N)n(Cc2ccccc2)c(=O)[nH]c1=O,i
[O-][N+](=Cc1ccccc1)CC1(O)CCCCC1,i
O=C(NCCCn1cccn1)c1cc(COc2ccccc2)on1,i
COc1ccc(S(=O)(=O)Nc2ccc3c(c2)C(=O)N([C@H](C)CO)C[C@H](C)[C@@H](CN(C)Cc2ccncc2)OCCCC[C@@H](C)O3)cc1,1.4%
COc1cccc(-c2ccc(NC(=O)C3CCCN(Cc4cccc(C)n4)C3)cc2)c1 (centres undefined),12%
Cc1cc2c(cc1C)C(=O)CCC2,0.9%
Clc1nnc(NC2CCCCC2)c(Cl)c1Cl,i
CCC1Oc2ccccc2N(CC(=O)N2CC(C)CC(C)C2)C1=O (centres undefined),2.2%
C[C@@H]1CN([C@@H](C)CO)C(=O)c2cc(Br)cnc2O[C@H]1CN(C)Cc1cccc(C(=O)O)c1,i
C=Cc1cnc([N+](=O)[O-])n1C,0.3%
C[C@H](CO)N1C[C@H](C)[C@@H](CN(C)C(=O)c2cc(-c3ccccc3)on2)OCc2cn(nn2)CCCC1=O,0.5%
C[C@@H]1CN([C@@H](C)CO)C(=O)CCCn2nncc2CO[C@H]1CN(C)Cc1ccc(Oc2ccccc2)cc1,i
CCN(CC)S(=O)(=O)c1ccc(OC)c(NC(=O)c2cc([N+](=O)[O-])ccc2N2CCOCC2)c1,8.3%
O=C1CCN(C(=O)c2ccccc2)c2ccccc21,2.3%
Cc1c(-c2ccccc2)n(O)c(-c2ccc(N(C)C)cc2)[n+]1[O-],0.3%
CNC(=O)C[C@H]1C(=O)N(C2CCCCC2)C[C@@H]1C,0.3%
O=C(O)c1ccc(Cl)cc1NC(=O)C1CCN(S(=O)(=O)c2cccs2)CC1,1.8%
Cc1noc(C)c1NC(=O)Nc1ccc2c(c1)C(=O)N([C@H](C)CO)C[C@@H](C)[C@@H](CN(C)S(=O)(=O)c1cn(C)cn1)OCCCC[C@H](C)O2,0.3%
Cc1ccc(NC(=O)CSc2nc3cc(C(=O)NCC4CCCO4)ccc3c(=O)n2CC2CCCO2)cc1 (centres undefined),9.9%
Cn1c(=O)c2c(ncn2CC(=O)OCC(=O)NCc2ccc(F)cc2)n(C)c1=O,i
Cc1ccc(/C(O)=C2\C(=O)C(=O)N(C)C2c2ccccc2)cc1 (centres undefined),12%
Cc1cc2c(c(C#N)c1C)NC=NC2C (centres undefined),11%
O=C(NCC(F)(F)F)c1ccc(S(=O)(=O)NCCc2ccc3c(c2)OCCO3)cc1,i
Cc1ccc(-c2ccc(CN3C(CC(C)C)C(=O)N(Cc4cn(Cc5ccco5)nn4)CCS3(=O)=O)cc2)cc1 (centres undefined),4.0%
COc1cccc(S(=O)(=O)N(C)C[C@@H]2Oc3ncc(C#CCN(C)C)cc3C(=O)N([C@H](C)CO)C[C@H]2C)c1,0.7%
C[C@H]1Cn2cnc(C(=O)NCC(=O)OC(C)(C)C)c2C(=O)N1,1.7%
C[C@H](O)[C@@H]1CN2CCc3c([nH]c4ccc(-c5ccc6c(c5)OCO6)cc34)[C@@H]2C[C@@H]1N(C)C(=O)NC1CCCCC1,5.4%
CCOC(=O)CCCCCC(=O)Nc1ccc2c(c1)C(=O)N([C@@H](C)CO)C[C@H](C)[C@H](CN(C)C(=O)NC(C)C)OCCCC[C@H](C)O2,i
CCOC(=O)C1C(C(=O)OCC)C(C)(C)C1N(C)C (centres undefined),i
CCCCn1c(N)c(N(CCC(C)C)C(=O)c2c(CC)noc2C)c(=O)[nH]c1=O,0.6%
COc1ccc(NC(=O)Cc2csc(NC(=O)Nc3ccccc3OC)n2)cc1,2.1%
C[C@@H]1CN([C@@H](C)CO)C(=O)c2c(c3ccccc3n2C)-c2ccccc2CO[C@H]1CN(C)C(=O)[C@H](Cc1ccccc1)N(C)C,2.6%
Cc1ccc(-c2cc3nc(-c4ccccc4)cc(NCCCO)n3n2)cc1,60%
Cc1ccc(NC(=O)CSCC(=O)N(C)CC(=O)Nc2c(C)cccc2C)cc1,i
CCOc1ccc(S(=O)(=O)N2CCOCC2)cc1NC(=O)CCN1C(=O)NC2(CCCC2)C1=O,0.6%
COc1ccc(C#Cc2cnc3c(c2)C(=O)N([C@H](C)CO)C[C@H](C)[C@@H](CN(C)C(=O)Nc2cccc(OC)c2)O3)cc1,8.8%
Cc1ccc(CN2CCC[C@]3(N[C@H](c4ccc(C(F)(F)F)cc4)[C@@H]4C(=O)N(C)C(=O)[C@@H]43)C2=O)cc1,3.9%
COc1ccc(S(=O)(=O)N(C)C[C@H]2OCCCC[C@H](C)Oc3ccc(N(C)C)cc3C(=O)N([C@H](C)CO)C[C@@H]2C)cc1,i
COc1cc2c3c(cccc3c1)C(=O)N(CCN1CCCC1)C2=O,0.5%
O=S1(=O)CCN(C2CC2)CC1,2.4%
COc1ccc(S(=O)(=O)N2CCC(C(=O)N[C@@H](C)C(=O)NCc3ccccn3)CC2)cc1,2.0%

# Additional compounds
SMILES,inhibitors of VEEV
CCC1=C(NCc2ccccc2)COC1=O,0.9%
O=C(O)C(Cc1ccccc1)N1C(=O)/C(=C/c2cccs2)SC1=S (centres undefined),1.4%
COc1ccc(CC(=O)O/N=C(\N)c2ccncc2)cc1OC,i
N#Cc1ncn(C2OC(CO)C(O)C2O)c1N (centres undefined),i
Cc1ccc([C@@H]2C[C@H]3[C@@H](CN2S(=O)(=O)c2ccc(Cl)cc2)C(=O)C[C@@H](c2ccc(C)cc2)N3S(=O)(=O)c2ccc(Cl)cc2)cc1,i
NS(=O)(=O)c1ccc(CNC(=O)c2cc(S(=O)(=O)N3CCOCC3)ccc2N2CCCC2)cc1,0.8%
COc1ccc(-n2c(-c3ccc(C(C)(C)C)cc3)n[nH]c2=S)c(OC)c1,6.9%
COc1ccc(S(=O)(=O)N(C)C[C@@H]2OCCCC[C@H](C)Oc3ccc(NC(=O)Nc4ccc(C(F)(F)F)cc4)cc3C(=O)N([C@H](C)CO)C[C@H]2C)cc1,0.3%
C[C@H]1CN([C@@H](C)CO)C(=O)CCCn2cc(nn2)CO[C@@H]1CN(C)S(=O)(=O)c1cccc(F)c1,0.2%
O=c1c2ccccc2sn1-c1cccc(Cl)c1,6.9%
CCCCCCn1c(=O)n2n(c1=O)[C@@H]1CN(S(=O)(=O)c3ccc(C)cc3)C[C@]1(O)[C@@H](OC(=O)NC1CCCC1)C2,1.5%
O=C(CN1C(=O)CSc2ccc(S(=O)(=O)N3CCOCC3)cc21)NCCc1ccccc1,0.1%
CCCC(CNC(C)=O)(C1=CCCCC1)c1ccccc1 (centres undefined),1.1%
CC(C)Oc1ccc(S(=O)(=O)N2CCCCC2)cc1NC(=O)C1=NN(c2ccccc2)C(=O)CC1,5.1%
CCCC1NC(=O)c2cccnc2-n2c1nc1cc(F)c(F)cc1c2=O (centres undefined),2.1%
Cc1csc(SCC(=O)Nc2ccc(CC#N)cc2)n1,i
Cc1csc(SCC(=O)Nc2ccc(C)c(S(=O)(=O)N(C)C)c2)n1,i
CN(C)CCCN(C(=O)c1ccc(S(=O)(=O)N2CCCCCC2)cc1)c1nc2cc3c(cc2s1)OCO3,8.9%
Nc1nc(N)c2cc(S(=O)(=O)c3ccc4ccccc4c3)ccc2n1,i
O=C(NN=Cc1ccc2c(c1)CCC2)c1ccccc1O,0.8%
O=C1NC(Cc2ccc(O)cc2)c2nc3cc(Cl)ccc3c(=O)n2-c2cc3ccccc3cc21 (centres undefined),12%
CCCCN(C(=O)CC1CCCCC1)c1c(N)n(CCCC)c(=O)[nH]c1=O,2.0%
COc1ccc(C(CNC(=O)CNC(=O)c2cccc(F)c2)N2CCOCC2)cc1 (centres undefined),i
C[C@@H]1CN([C@H](C)CO)C(=O)CCCn2cc(nn2)CO[C@H]1CN(C)C(=O)Nc1ccc(F)cc1,i
CC#CCOCC1CNC(=O)O1 (centres undefined),0.9%
COc1ccc2sc(/C=C/c3ccccc3O)[n+](C)c2c1,1.8%
COc1ncnc2c1ncn2CCCN1CCN(Cc2cccc3ccccc23)CC1,i
C[C@@H]1CCCCO[C@@H](CN(C)C(=O)Cc2ccccc2)[C@@H](C)CN([C@H](C)CO)C(=O)c2cc(NC(=O)C3CCCCC3)ccc2O1,0.6%
CCCOc1ccc(Cc2c(COCC)[nH]c(=S)[nH]c2=O)cc1,5.5%
C[C@@H]1CN([C@@H](C)CO)C(=O)CCCn2nncc2CO[C@@H]1CN(C)S(=O)(=O)c1cn(C)cn1,0.7%
C[C@H]1CN([C@@H](C)CO)C(=O)CCCn2nncc2CO[C@@H]1CN(C)C(=O)Nc1ccnc(N2CCOCC2)c1,0.9%
O=C(CN1C(=O)c2ccccc2C1=O)NC1CCS(=O)(=O)C1 (centres undefined),i
COc1ccccc1NC(=O)N(C)C[C@@H]1Oc2ncc(Br)cc2C(=O)N([C@H](C)CO)C[C@@H]1C,0.4%
CC1=C(C(=O)N(C)C)CC(CC(=O)NCCCCc2ccccc2)C(=O)N1CCC1=CCCCC1 (centres undefined),3.5%
CCCCn1c(N)c(N(CC(C)C)C(=O)CC(NC(=O)c2ccccc2Cl)c2ccccc2)c(=O)[nH]c1=O (centres undefined),i
Cc1c(NC(=O)COC(=O)/C=C/c2cccc(F)c2)c(=O)n(-c2ccccc2)n1C,i
CC1NC(=O)c2cc3ccccc3cc2-n2c1nc1cc(F)ccc1c2=O (centres undefined),0.8%
CN(N=Cc1ccc([N+](=O)[O-])cc1)c1ccccn1,3.9%
CC(C)N(Cc1nnc(-c2ccccc2Cl)o1)C(=O)COc1cccc(Cl)c1,9.8%
CSc1ncnc2c1ncn2CCCN(C)CCc1ccccn1,0.3%
CCCCCCn1c(=O)n2n(c1=O)C[C@]1(OC(=O)Nc3cccs3)CN(S(=O)(=O)c3ccc(C)cc3)C[C@]1(O)C2,4.3%
CCc1ccc(N2CC(C(=O)N(CC)CC(=O)Nc3c(F)cccc3F)CC2=O)cc1 (centres undefined),0.8%
O=C(COC(=O)COc1ccc(Br)cc1)NC1CCS(=O)(=O)C1 (centres undefined),5.6%
C[C@H](CO)N1C[C@H](C)[C@@H](CN(C)S(=O)(=O)c2cn(C)cn2)OCc2cn(nn2)CCCC1=O,1.5%
CC1Cc2nc(SCC(=O)NCC3CCCO3)n(-c3ccccc3)c(=O)c2S1 (centres undefined),i

# Shown bar-delimited: 5 of the compounds above.
smiles | inhibitors of VEEV
Cc1c(NC(=O)COC(=O)/C=C/c2cccc(F)c2)c(=O)n(-c2ccccc2)n1C | i
CC1NC(=O)c2cc3ccccc3cc2-n2c1nc1cc(F)ccc1c2=O (centres undefined) | 0.8%
CN(N=Cc1ccc([N+](=O)[O-])cc1)c1ccccn1 | 3.9%
CC(C)N(Cc1nnc(-c2ccccc2Cl)o1)C(=O)COc1cccc(Cl)c1 | 9.8%
CSc1ncnc2c1ncn2CCCN(C)CCc1ccccn1 | 0.3%

# Continuation:
SMILES,inhibitors of VEEV
CCc1cccc(NC(=O)CSc2nc(C)cs2)c1,0.2%
C[C@H]1CN([C@@H](C)CO)S(=O)(=O)c2ccc(/C=C/c3ccccc3)cc2O[C@H]1CN(C)C(=O)NC1CCCCC1,4.9%
COC(=O)N(C)C[C@H]1OCc2cnnn2CCCC(=O)N([C@@H](C)CO)C[C@H]1C,0.3%
C[C@@H]1CN([C@@H](C)CO)C(=O)c2cc(Br)cnc2O[C@@H]1CN(C)C(=O)CN(C)C,0.6%
Cc1cc(C(=O)CCC(=O)Nc2ccc(C(N)=O)cc2)c(C)s1,i
c1ccc(CNc2ncn[nH]2)cc1,0.7%
